Screens from PubChem BioAssay.
LDHA block: qHTS assay for inhibitors of human lactate dehydrogenase. purified LDHA, NADH/diaphorase-resazurin fluorescence; active compounds read low. activity change, % (values are at about 110 or 230 µM). actives 0.15% (n = 480,000); in the data active = activity change below about -30%; inconclusive = mostly about -25% to -30%;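 note: plate controls were DMSO wells for no effect and wells without enzyme for full effect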
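Resorufin fluorescence (ex540/em590), read at 0 and 20 min after diaphorase/resazurin addition, reports the NADH left after a 5 min room-temperature reaction of 2 nM human LDH5 with 0.06 mM NADH and 0.2 mM pyruvate.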
12-LOX inh: Primary qHTS assay for inhibitors of human arachidonate 12S-lipoxygenase (ALOX12): Round 2. Polyunsaturated fatty acid lipoxygenase ALOX12 (Homo sapiens), P18054. purified 12hLO, xylenol orange hydroperoxide absorbance. Potency, µM (top dose mostly 108 µM), for the others: at the top dose activity change, negative = inhibition, most hits filed as inhibitors. actives 1.1% (n = 580,000). AID 1671190, 2021; active = well fitted inhibition curve with a large enough effect; inconclusive = small, poorly fitted or top-dose-only effect, or another doubt; inactive = no such curve, though single readings can be large or run the other way; note: potency is the fitted concentration of half-maximal effect
Target sequence (P18054 whole entry, looked up): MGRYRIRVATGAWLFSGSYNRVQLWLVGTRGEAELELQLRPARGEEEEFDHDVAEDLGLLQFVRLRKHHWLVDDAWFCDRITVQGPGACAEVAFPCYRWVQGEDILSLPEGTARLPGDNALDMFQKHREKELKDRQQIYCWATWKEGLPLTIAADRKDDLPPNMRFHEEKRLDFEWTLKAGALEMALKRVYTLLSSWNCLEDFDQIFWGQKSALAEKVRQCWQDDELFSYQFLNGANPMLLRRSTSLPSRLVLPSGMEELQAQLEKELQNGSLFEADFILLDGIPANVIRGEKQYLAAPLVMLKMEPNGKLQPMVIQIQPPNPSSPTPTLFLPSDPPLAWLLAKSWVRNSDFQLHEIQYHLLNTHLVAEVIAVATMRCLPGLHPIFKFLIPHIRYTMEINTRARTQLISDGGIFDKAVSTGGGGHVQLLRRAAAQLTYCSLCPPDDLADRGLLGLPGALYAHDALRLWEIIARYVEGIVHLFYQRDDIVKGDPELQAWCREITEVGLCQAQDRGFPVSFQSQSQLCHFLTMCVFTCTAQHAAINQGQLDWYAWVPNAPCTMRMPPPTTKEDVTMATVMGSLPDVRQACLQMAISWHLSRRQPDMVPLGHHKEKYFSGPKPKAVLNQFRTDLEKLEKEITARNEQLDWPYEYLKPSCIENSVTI
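Purified human 12hLO (150 nM final) in 25 mM Hepes, 0.01% Triton X-100, pH 7.0 was preincubated 15 min at room temperature with compound. Then 40 uM arachidonic acid was added, 30 min. Hydroperoxide was read by Fe-XO absorbance ratio 573/405 nm.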
* hit, by the source's call; ? = inconclusive; [ ] = another dose, or the depositor's remark. Unless noted, % is set by controls: 0 for no effect and ±100 for the full control effect. An excerpt (hit frequency here may not be typical).

SMILES | LDHA block | 12-LOX inh
O=S(CCCOc1ccc(F)cc1)Cc1ccccc1 (configuration not stated) | 1.3 | -20.0%
O=C(NC1CCN(C2CC2)CC1)c1ccccc1C(=O)c1ccc(F)cc1 | -8.3 | 7.8%
Cc1cnc(C(=O)Nc2ncc(Cc3ccc(C#N)cc3C(F)(F)F)s2)cn1 | -1.3 | 32.3%[activator]
Cc1cc(C)nc(NC2=NCC(=O)N2c2ccc(Cl)cc2Cl)n1 | -3.1 | 34.6%[activator]
Cc1c(C(=O)NCCc2cccc(F)c2)[nH]c2c1C(=O)CCC2 | 0.7 | -8.9%
Cc1cn([C@H]2C[C@H](O)[C@@H](/C=C/C(=O)NCCN3CCOCC3)O2)c(=O)[nH]c1=O | -8.0 | 0.0%
Cc1ccccc1COC(=O)C1Cc2ccccc2C(=O)O1 (configuration not stated) | -0.4 | ?
COc1ccc(NC(=O)c2cc(C3CCCCN3C(=O)CCc3ccccc3)on2)c(C)c1 (configuration not stated) | -6.9 | ?
Cc1cc(C)cc(N(CC(=O)Nc2ccccc2C(=O)NCC2CCCO2)S(C)(=O)=O)c1 (configuration not stated) | 2.3 | 39.5%
CCOC(=O)C1=C(COC(=O)c2ccccc2C(F)(F)F)NC(=O)NC1c1ccco1 (configuration not stated) | 11.8 | ?
Cc1cc2c(cc1C)-n1nnnc1C(N(C)CCc1ccccc1)C(=O)N2 (configuration not stated) | 1.4 | ?
O=C(Nc1ccc(F)cc1)c1nn(-c2ccc(F)cc2)c2c1CCC2 | 17.0 | -31.7%
CN(C)S(=O)(=O)c1ccc(NC(=O)Cc2cc(Cl)c3c(c2)OCCCO3)cc1 | 3.3 | 0.0%
N#CNC(=Nc1ccc(F)cc1)SCc1cccc(F)c1 | -10.0 | 9.9%
Cc1ccc2nc(-c3cccc(NC(=O)c4ccc([N+](=O)[O-])c(C)c4)c3)oc2c1 | -3.1 | 30.2%[activator]
O=C(O)C(c1c[nH]c2ccc(Cl)cc12)N1CCN(Cc2cccc(Cl)c2)CC1 (configuration not stated) | 3.5 | ?
CC(C)CC(N)c1csc(Nc2ncccn2)n1 (configuration not stated) | -5.5 | 24.6%
COc1ccc(-c2ocnc2C(=O)Nc2ccccc2F)cc1 | 7.1 | -14.9%
CC(=O)Nc1ccc(-c2nc(N3CCCCC3)sc2C)cc1 | 12.4 | ?
O=C(Nc1ccc(Cl)cc1C(F)(F)F)c1ccc(Cl)cc1Cl | -2.1 | 25.2%
CN(C)CCN(C)C1CN(C2CCCC2)S(=O)(=O)C1 (configuration not stated) | -4.7 | ?
CN(C)c1cccc(NC(=O)c2ccc(-c3ccc(F)c(F)c3)c3ccoc23)c1 | -6.0 | -0.2%
O=C(c1cc(-c2ccc(F)cc2)n[nH]1)N1CCN(C(=O)c2ccc(Br)o2)CC1 | -1.1 | -6.7%
CC(NC(=O)c1nccnc1N)c1ccc(F)c(F)c1 (configuration not stated) | 0.4 | 11.5%
Cc1oc(-c2cccs2)nc1CC(=O)Nc1ccc(F)c(F)c1F | 5.2 | -23.4%
COCCNC(=O)c1cc(-c2cc(OC)c(OC)c(OC)c2)nc2ccccc12 | 5.3 | -21.9%
CC1(C(=O)Nc2ccccc2)Cc2c(-c3ccc4c(c3)OCO4)ccnc2O1 (configuration not stated) | -2.9 | 6.1%
CC(C(=O)Nc1ccccc1C(F)(F)F)N1C(=O)c2ccccc2C1=O (configuration not stated) | 0.5 | ?
CCOc1ccc(N/C=C/C(=O)c2ccc(Br)cc2)cc1 | 4.2 | -79.8%
COc1ccc(C2=Cc3ccccc3C(CC(=O)C3CC3)N2c2ccc(C#CCCO)cc2)cc1 (configuration not stated) | 9.9 | ?

Entries above that contain an aryl methoxy group, in the order listed:
SMILES | LDHA block | 12-LOX inh
COc1ccc(NC(=O)c2cc(C3CCCCN3C(=O)CCc3ccccc3)on2)c(C)c1 (configuration not stated) | -6.9 | ?
COc1ccc(-c2ocnc2C(=O)Nc2ccccc2F)cc1 | 7.1 | -14.9%
COCCNC(=O)c1cc(-c2cc(OC)c(OC)c(OC)c2)nc2ccccc12 | 5.3 | -21.9%
COc1ccc(C2=Cc3ccccc3C(CC(=O)C3CC3)N2c2ccc(C#CCCO)cc2)cc1 (configuration not stated) | 9.9 | ?

(continued)
SMILES | LDHA block | 12-LOX inh
Cc1nc(-c2ccc(S(=O)(=O)Nc3cccc(F)c3)cc2)co1 | 4.0 | -1.6%
CC(Nc1oc(/C=C/c2ccc(F)cc2)nc1C#N)c1ccccc1 (configuration not stated) | 0.6 | -3.1%
N#Cc1ccc(NC(=O)COC(=O)c2ccccc2Oc2ccccc2)cc1 | 2.6 | -29.0%
O=C(OCc1ccc(Cl)cc1)c1ccc(CN2CCCC2=O)cc1 | 1.8 | ?
COC(=O)C[C@H]1C=C[C@H](NC(=O)Cc2ccccc2)[C@@H](CO)O1 | -13.4 | 1.5%
O=C(Nc1cccc(C(F)(F)F)c1)C1C2CCC3C(CCC21)C3(Cl)Cl (configuration not stated) | 2.9 | ?
O=C(Cn1nc(N2CCN(c3ccccc3)CC2)ccc1=O)Nc1ccc(F)cc1 | 5.4 | 16.2%
O=C(c1cc(=O)c2cc(Br)ccc2o1)N(Cc1cccs1)c1ccccn1 | -1.5 | ?
CONC(=O)C(NC(=O)c1ccccc1F)C(C)C (configuration not stated) | 1.7 | ?
COc1ccc(-c2cc3ncc(C(=O)c4cc(F)ccc4O)cn3n2)cc1 | 2.3 | -8.0%
O=C(O)c1ccc(-c2ccco2)cc1 | -10.9 | ?
Cn1nc(C(=O)N2CCOCC2)c2c1-c1ccsc1CC2 | 68.7 | -13.9%
CC1=C(C(N)=O)C(c2ccccc2Cl)N2C(=O)CSC2=N1 (configuration not stated) | 6.3 | 0.0%
O=[N+]([O-])c1ccc(N/N=C/C2=C(Sc3nc4ccccc4o3)CCCC2)cc1 | 5.7 | -63.3%
COCCCn1cc(CN2CC(N3CCN(C4CCN(C)CC4)CC3)CS2(=O)=O)nn1 (configuration not stated) | 4.2 | ?
CCN(Cc1ccc(OC)c(OC)c1)C(=O)CSc1nc(C2CC2)nc2ccccc12 | 4.1 | -3.6%
CC(C)(C)C(=O)Nc1nnc([C@H]2C[C@H](O)[C@@H](CO)O2)s1 | -4.2 | -3.6%
Cc1cc(N2CCN(C(C(=O)NC3CCCC3)c3ccc(F)cc3)CC2)c2ccccc2n1 (configuration not stated) | 3.2 | 7.6%
COc1ccc(-c2nc(NC(=O)c3ccc(C)cc3)n[nH]2)cc1OC | 6.4 | 8.6%
CCC(CC)NC(=O)CN1CCN(c2ccc(C(F)(F)F)cn2)CC1 | -21.0 | -16.5%
COc1ccc(C(=O)c2c(N)c(C(=O)Nc3ccccc3C(F)(F)F)c3ccccn23)cc1 | -2.5 | 16.2%
C=C(C)Cn1c(Br)nc2c1c(=O)[nH]c(=O)n2C | 8.5 | 4.6%
CC(C)(C)c1nc(COc2ccccc2C#N)cs1 | 5.0 | -7.8%
CCCCCCC(=O)Nc1c(C)cccc1C | 5.4 | ?
CCCn1c(C)cc(C(=O)Cn2c(Cl)nc3c2c(=O)n(C)c(=O)n3C)c1C | ? | -9.3%
Cc1nc2ccccc2n1C(C)c1nc2ccccc2n1CC(=O)c1ccsc1 (configuration not stated) | -4.3 | -25.9%
CCOc1cc(C(=O)Nc2cccc(Cl)c2N2CCOCC2)cc(OCC)c1OCC | 10.4 | -8.0%
CN(C)c1ccc(NC(=O)Nc2ccc3c(c2)c(=O)n(C)n3Cc2ccc(Cl)cc2)cc1 | 32.2 | ?
COc1cc(OC)c(C(=O)Nc2nc(C)c(C)s2)cc1OC | 8.3 | -36.3%
CC(=O)c1c(C)[nH]c(C(=O)C(C)SCc2ccc(Cl)cc2)c1C (configuration not stated) | 8.1 | -64.0%

Record cards, from the list above:
CCCn1c(C)cc(C(=O)Cn2c(Cl)nc3c2c(=O)n(C)c(=O)n3C)c1C as listed: LDHA block: ?; 12-LOX inh: -9.3%
CC(=O)c1c(C)[nH]c(C(=O)C(C)SCc2ccc(Cl)cc2)c1C (configuration not stated) as listed: LDHA block: 8.1; 12-LOX inh: -64.0%

(cont.)
SMILES | LDHA block | 12-LOX inh
CCCCc1ccc(Nc2nc(NCCO)c3nccnc3n2)cc1 | 6.3 | ?
O=C1NC[C@H](CCCCN2C[C@H](Cc3ccc(O)cc3)N(CCC3CCCCC3)C(=O)C2=O)N(CCc2ccccc2)C1=O | -0.4 | -20.8%
CN(C(=O)CCc1ncc(-c2ccc(F)cc2)o1)C1CCS(=O)(=O)C1 (configuration not stated) | -0.9 | -0.2%
CCNCC(O)COCc1ccc(OC)cc1 (configuration not stated) | 5.2 | -0.8%
CCCCCCCCN1C(=O)[C@H](CC(=O)NCCc2ccccc2OC)C[C@@]2(C(=O)OC)CC(C)(C)CC=C12 | -0.2 | -1.0%
O=C(c1cc(S(=O)(=O)N2CCCCC2)ccc1Cl)N1CCN(c2ccccn2)CC1 | -3.5 | -4.8%
Cc1ccccc1C(=O)N1CCN(c2oc(-c3ccccc3F)nc2C#N)CC1 | 0.0 | -7.4%
C/C(=N/Nc1c(F)c(F)nc(F)c1F)c1ccc(C)c([N+](=O)[O-])c1 | 6.8 | 1.0%
Cc1cccc(C(=O)OCc2nc(N)c3ccccc3n2)c1 | 10.6 | 1.4%
O=C(O)CCNS(=O)(=O)c1ccc(C(=O)/C=C/c2ccc(C(=O)O)cc2)cc1 | 6.6 | -25.7%
Cc1cc(C(=O)N2CCN(S(=O)(=O)c3cc(Cl)ccc3Cl)CC2)c(C)n1Cc1ccco1 | -11.8 | ?
CCOC(=O)[C@]12CCCC=C1N(Cc1ccco1)C(=O)[C@H](CC(=O)N1CCCCC1)C2 | -5.3 | -6.6%
OC(c1ccc(F)cc1)c1ncc(-c2ccccc2Cl)[nH]1 (configuration not stated) | -6.1 | -25.0%
CN(C(=O)CN1CCN(c2ccc([N+](=O)[O-])c3cnccc23)CC1)c1ccccc1 | 11.7 | -9.1%
O=C(/C=C/c1cccnc1)c1ccc2c(c1)OCCCO2 | 2.9 | ?
CN(C)c1cccc(Nc2ccc(-c3ccc(OC(F)(F)F)cc3)cn2)c1 | -0.5 | ?
CC(C)c1ccc([C@@H]2O[C@H](C)CC3=C2C(=O)OC(C)(C)O3)cc1 | 3.2 | ?
CS(=O)(=O)Nc1cccc(NC(=O)C2Cc3c(-c4ccco4)ccnc3O2)c1 (configuration not stated) | -9.4 | -6.0%
Cc1ccccc1CC(=O)N1CCN(c2ncnc3nc[nH]c23)CC1 | -1.4 | 4.5%
COc1ccc(CCCNC(=O)C2Cc3c(-c4cccc(C(N)=O)c4)ccnc3O2)cc1 (configuration not stated) | -3.6 | -5.2%
COc1ccc(OC)c(NC(=O)Cn2nc3ccc(SC(C)C)nn3c2=O)c1 | 0.8 | 0.5%
CN(C)C(=O)CCc1ccc(NC(=O)c2ccccc2)cc1 | 1.5 | ?
O=c1cc(CN2CCN(c3ccccc3)CC2)c2cc(O)ccc2o1 | 3.8 | -3.5%
O=C(C1CCCCC1)N1CCC(c2nc3ccccc3o2)CC1 | 1.2 | 16.4%
O=C(Nc1cccc(C(F)(F)F)c1)c1cc(=O)c2ccccc2o1 | 4.4 | 19.3%
Cc1ccc2oc(C(=O)N(Cc3ccc(Cl)cc3)Cc3ccco3)cc(=O)c2c1 | 7.0 | ?
CCOC(=O)/C(C#N)=C/c1ccc(OCC(=O)N2CCOCC2)cc1 | -18.6 | 36.7%[activator]
Nc1cc(N)nc(SCc2ccc(C(F)(F)F)cc2)n1 | -0.5 | -29.6%
O=C1Nc2ccccc2-n2nnnc2C1N1CCCN(Cc2ccc(F)cc2)CC1 (configuration not stated) | -8.0 | -15.9%
Cc1ccccc1COc1ccc2c(=O)c(-c3ccccc3)coc2c1 | 8.1 | 0.4%
CCOc1ccc2nc(SCC(=O)N(Cc3ccccc3)C3CCS(=O)(=O)C3)[nH]c2c1 (configuration not stated) | 5.0 | -0.4%
CCCCc1ccc(-c2ccc(C#N)cc2)nc1 | 4.3 | -49.9%
COc1ccc(N2C(=O)C(C)CS2(=O)=O)cc1S(=O)(=O)Nc1ccc(N2CCCC2)cc1 (configuration not stated) | 13.4 | -27.6%
Cc1ccc(-c2ccc(Oc3ccc(C#N)c(C#N)c3)cc2)cc1 | 9.9 | 6.9%
COc1cc(CC2CC(c3ccc(Cl)cc3)=NO2)cc2c1OCO2 (configuration not stated) | 4.1 | 19.1%
Cc1ccccc1CN(C)C(C)c1nc(-c2cccs2)no1 (configuration not stated) | 7.0 | 11.0%
Cc1nn(CC(=O)Nc2ccccc2C(F)(F)F)c2ccccc12 | 8.4 | -1.6%

2 of the compounds above, as labelled records.
CN(C)c1cccc(Nc2ccc(-c3ccc(OC(F)(F)F)cc3)cn2)c1
- LDHA block: -0.5
- 12-LOX inh: ?
CC(C)c1ccc([C@@H]2O[C@H](C)CC3=C2C(=O)OC(C)(C)O3)cc1
- LDHA block: 3.2
- 12-LOX inh: ?
